# Screening results deposited in PubChem by National Center for Advancing Translational Sciences (NCATS).
# Glioma ERSR ind – inducers of ER stress response in human glioma cells. U87-MG GRP78 promoter luciferase reporter, 16 h. Potency, µM, for the others: top-dose activation, hits mostly activators. 420,000 compounds, 0.02% hits. AID 602332; also: potency is read from the fitted curve at half-maximal effect; series mostly up to about 76 µM; % of control where 0% means no effect; nearly all actives have a fitted effect of over 35% in size
#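 ERSR induction read as luciferase luminescence (Bright-Glo, 10 min at room temperature) in stably transfected human U87-MG glioma cells exposed to compounds for 16 h, using GRP78 as sensor.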
# D1 antagonist – blocks dopamine activation of the human D1 receptor; 360,000 compounds, 3.2% hits; activity change, negative = inhibition, % at 10 µM; AID 504652; HEK293 TREx D1 cells, calcium flux, dopamine EC80; stronger effect = lower value; in the data active = activity change below about -30%; also: % is scaled to controls: 0 for no effect and ±100 for the full control effect
#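 Compound effects on dopamine-evoked calcium signalling were measured in tetracycline-induced HEK293 Trex D1 cells. Dopamine at EC80 followed a 180 s compound pre-read, and fluorescence was tracked kinetically for 180 s more.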
# Vif-A3F inh – inhibitors of Vif-A3F interaction; HeLa A3F-eYFP + Vif (tagged APOBEC3F with the HIV-1 protein that degrades it), YFP fluorescence increase; Potency, µM (doses to about 46.1 µM), for the others: top-dose activity, negative = active; 390,000 compounds, 0.2% hits; AID 602313; also: potency is read from the fitted curve at half-maximal effect; % of control where 0% means no effect; nearly all actives have a fitted effect of over 65% in size
#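 Fluorescence increase (Ex 488/Em 500-530) after overnight compound treatment at 37 deg C flags inhibition of Vif-driven A3F-eYFP loss in stable HeLa A3F-eYFP/Vif cells seeded overnight beforehand.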
# D2 potentiator – positive allosteric modulators of human D2 dopamine receptor; 340,000 compounds, 0.34% hits; P14416; potentiation, % at 10 µM; HEK293 T-REx D2, calcium flux, EC20 dopamine potentiation;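 active = potentiation over 3 SD above the plate norm, cut at about 30% in these data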; also: 0% is about no effect
# Target sequence (P14416 whole entry, looked up): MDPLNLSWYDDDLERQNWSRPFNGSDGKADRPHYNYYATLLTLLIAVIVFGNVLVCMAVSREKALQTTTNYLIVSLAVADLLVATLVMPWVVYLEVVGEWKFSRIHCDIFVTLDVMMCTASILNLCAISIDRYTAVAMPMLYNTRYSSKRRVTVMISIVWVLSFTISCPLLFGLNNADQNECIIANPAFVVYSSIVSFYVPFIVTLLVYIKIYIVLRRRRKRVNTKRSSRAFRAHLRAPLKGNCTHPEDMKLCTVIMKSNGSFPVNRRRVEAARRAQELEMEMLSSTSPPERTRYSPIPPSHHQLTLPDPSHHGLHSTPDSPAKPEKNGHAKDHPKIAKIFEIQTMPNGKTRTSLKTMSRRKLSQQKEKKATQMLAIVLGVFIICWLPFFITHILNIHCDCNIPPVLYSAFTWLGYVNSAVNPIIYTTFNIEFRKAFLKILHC
#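 Using a no-wash calcium dye in inducible, force-coupled HEK293 Trex cells expressing D2, we tracked fluorescence each second for 180 s after compound, then for 180 s after EC20 dopamine to detect augmented signalling.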
# D1 potentiator – enhances dopamine response at the human D1 receptor | HEK293 TREx D1 cells, calcium flux, dopamine EC20 potentiation | potentiation, % at 10 µM | 360,000 compounds, 0.036% hits; in the data active = potentiation above about 30%; also: 0% is about no effect
# LDHA inh – blocks human lactate dehydrogenase A. purified LDHA, NADH/diaphorase-resazurin fluorescence; stronger effect = lower value. activity change, % (values are at about 110 or 230 µM). 480,000 compounds, 0.15% hits. AID 1347041; in the data active = activity change below about -30%; inconclusive = mostly about -25% to -30%;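 also: plate controls were DMSO wells for no effect and wells without enzyme for full effect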
#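 Remaining NADH was detected by diaphorase (0.133 mg/mL) converting 37 µM resazurin to fluorescent resorufin, read at 0 and 20 minutes. The preceding 5-minute room-temperature reaction used 2 nM LDHA, 0.2 mM sodium pyruvate and 0.06 mM NADH at pH 7.4.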
# D1 ag – agonists of human D1 dopamine receptor | P21728 | HEK293 T-REx D1 cells, calcium flux, agonist mode | activation, % at 2 µM | 360,000 compounds, 1% hits | AID 504660; in the data active = activation above about 30%; also: 0% is about no effect
#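 Tetracycline-induced HEK293 TREx D1 cells, force-coupled to calcium signalling, were dye-loaded with a no-wash calcium kit. Compound was pin-added after a 10 s baseline. Fluorescence was read kinetically at 1 cycle/s for 180 s, with calcium rises flagged as agonism.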
# Vif-A3G inh – inhibitors of Vif-APOBEC3G interaction. Q9HC16. HeLa A3G-eYFP + Vif (tagged APOBEC3G with the HIV-1 protein that degrades it), YFP fluorescence, overnight. Potency, µM (doses to about 46.1 µM), without a hit: at the highest dose activity, negative = active, hits mostly inhibitors. 410,000 compounds, 0.076% hits. AID 602310;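 also: potency is read from the fitted curve at half-maximal effect; % is scaled to controls: 0 for no effect and ±100 for the full control effect; nearly all actives have a fitted effect of over 60% in size; hits raise eYFP signal because A3G escapes Vif-driven loss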
# Target sequence (Q9HC16 whole entry, looked up): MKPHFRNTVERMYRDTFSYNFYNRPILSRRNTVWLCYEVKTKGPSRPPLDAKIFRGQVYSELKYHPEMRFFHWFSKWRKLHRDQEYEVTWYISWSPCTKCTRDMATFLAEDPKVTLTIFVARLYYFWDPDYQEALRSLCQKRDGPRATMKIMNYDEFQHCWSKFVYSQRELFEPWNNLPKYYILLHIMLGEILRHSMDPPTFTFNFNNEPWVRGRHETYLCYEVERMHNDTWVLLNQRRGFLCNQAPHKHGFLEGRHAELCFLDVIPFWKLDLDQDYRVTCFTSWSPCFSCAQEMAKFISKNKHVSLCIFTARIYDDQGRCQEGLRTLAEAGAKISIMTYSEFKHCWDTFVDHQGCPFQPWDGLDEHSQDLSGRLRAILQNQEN
#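 HeLa cells stably expressing Vif and C-terminally eYFP-tagged A3G, seeded overnight at 37 deg C, then exposed to compound by pintool overnight at 37 deg C. Rise in yellow fluorescence (Ex 488/Em 500-530, Acumen) marks blocked Vif-driven A3G degradation.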
# RXFP1 agonist – activates the human relaxin receptor RXFP1; Q9HBX9; HEK293T-RXFP1 cAMP TR-FRET, 30 min; response scale: percent of porcine relaxin response, buffer zero; Potency, µM (top dose mostly 57.5 µM), without a hit: at the top dose activation, usual class: activators; 370,000 compounds, 0.3% hits; AID 2676; also: potency is read from the fitted curve at half-maximal effect; % is scaled to controls: 0 for no effect and ±100 for the full control effect; nearly all actives have a fitted effect of over 60% in size; many of its hits are not listed in these tables
#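 HEK293T cells stably expressing RXFP1 were pretreated with the PDE4 inhibitor Ro 20174, exposed to compounds for 30 min at 37C, lysed, and cAMP was read by TR-FRET. Data normalized to buffer (basal) and 29 nM porcine relaxin (100%).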
# * hit, by the source's call; ? = inconclusive; nt = no result given; & = joins results of further samples. Unless noted, calls follow the shape of the dose curve; as a rule, active = well fitted curve in the direction sought with a large enough effect; inconclusive = small, poorly fitted or top-dose-only effect, or another doubt; inactive = no such curve, though single readings can be large; an effect the other way counts as inactive or inconclusive. The list is partial. The share of hits here may be higher or lower than overall.
SMILES,Glioma ERSR ind,D1 antagonist,Vif-A3F inh,D2 potentiator,D1 potentiator,LDHA inh,D1 ag,Vif-A3G inh,RXFP1 agonist
CCCCOC(=O)CCc1nc2ccccc2[nH]c1=O,0%,1,3%,8,-1,-3,1,-2%,-2.0%
Cc1ccc(/C=N/N=C2/NC(=O)CS2)o1,4%,2,3%,-1,1,-11,1,0%,-0.3%
CCN(CCCNC(=O)CCn1c(=O)[nH]c2ccccc2c1=O)c1cccc(C)c1,0%,-4,-5%,-2,-2,1,3,-2%,-0.3%
Cc1cc(C(=O)NCCCN2CCCC2=O)no1,-2%,-11,11%,3,-3,4,3,-1%,0.4%
COc1ccc(NC(=O)N2CCN(S(C)(=O)=O)CC2)cc1OC,-1%,3,1%,8,-2,8,4,-10%,-0.1%
Cc1ccc(C)c(NS(=O)(=O)c2cc3c4c(c2)C(C)C(=O)N4CCC3)c1 (stereo not drawn),-3%,nt,-5%,-4,-1,-1,-2,0%,-2.2%
CCc1ccccc1NC(=O)Cn1c(=O)ccc2cc(S(=O)(=O)N3CCCC3)ccc21,-4%,-14,3%,-5,-4,1,2,0%,1.5%
CCCOc1cccc(C2/C(=C(\O)c3ccc4c(c3)OCCO4)C(=O)C(=O)N2CCCn2ccnc2)c1 (stereo not drawn),-5%,-15,1%,-3,8,1,2,-8%,?
Cc1nn(C)c(C)c1S(=O)(=O)N(CC(=O)Nc1nccs1)c1ccc(C(C)C)cc1,?,1,-5%,6,-2,0,1,-5%,0.9%
Cc1cccc(OC(=O)c2sc(Cl)nc2C)c1,-2%,-22,5%,2,-2,-7,-1,-3%,0.0%
CCCS(=O)(=O)N1CCN(C(=O)COc2ccc(OC)cc2)CC1,-6%,nt,-10%,-2,-4,-2,-1,-1%,-1.5%
CCN(CC)c1ccc(/C=N/NC(=O)c2cccc(S(=O)(=O)N3CCOCC3)c2)cc1,-5%,5,14%,15,1,0,5,-8%,-1.4%
Clc1ccc(Cn2nc(-c3ccccc3)nc2-c2ccccc2)cc1,4%,14,-11%,6,-2,0,15,-7%,-1.4%
O=C(CSc1nc2ccccc2s1)Nc1ccc(Cl)c(S(=O)(=O)N2CCOCC2)c1,1%,-8,-2%,11,-4,-7,3,-5%,1.8%
CCOc1c(Br)cc(CNc2ccc(N3CCOCC3)cc2)cc1OC,-4%,-14,-4%,1,-4,1,9,1%,0.0%
COc1ccc(NC(=O)OCC(C)C)cc1OC,3%,3,-13%,3,-8,-2,1,1%,0.5%
COc1ccc(CC(=O)OCC(=O)Nc2c(C)n(C)n(-c3ccccc3)c2=O)cc1,-7%,-10,-8%,2,-14,-7,0,1%,-0.3%
COc1ccc(CNS(=O)(=O)c2ccc(-c3ccc(=O)[nH]n3)o2)cc1,-1%,13,1%,7,-3,-2&1,1,0%,6.3%
CCN(CC)c1ccc(S(=O)(=O)N2CCOCC2)cc1NC(=O)COC(=O)/C=C/c1ccccc1,-2%,nt,0%,nt,nt,-6,nt,0%,nt
CCc1nn(CC(=O)N(C)C2CCCCC2)c(=O)c2cc3cc(C)ccc3n12,-3%,-5,-8%,4,-2,-2,-1,3%,-0.9%
CC(C)OC(=O)c1cccnc1N1CCN(c2cccc(Cl)c2)CC1,-3%,11,-5%,-15,3,1,4,1%,13%
CCOC(=O)CSc1nc(-c2ccncc2)ccc1C#N,-4%,-16,-1%,7,0,-5,1,-3%,2.1%
CC(C(=O)O)n1nnc2ccccc21 (stereo not drawn),-4%,1,-2%,-3,-2,-2,3,0%,-0.7%
CC(C)(C)NC(=O)Cn1c(SCC(=O)Nc2nccs2)nc2ccccc21,-4%,-3,5%,0,-1,4,-1,-12%,1.0%
Cc1ccccc1NC(=O)Cn1nnc(-c2ccc(N3CCOCC3)cc2)n1,-2%,1,2%,5,1,-2,2,2%,16%

# An excerpt of these results, with two lines to a compound.
# Value order – Glioma ERSR ind, D1 antagonist, Vif-A3F inh, D2 potentiator, D1 potentiator, LDHA inh, D1 ag, Vif-A3G inh, RXFP1 agonist
> COc1ccc(NC(=O)OCC(C)C)cc1OC
  3%, 3, -13%, 3, -8, -2, 1, 1%, 0.5%
> COc1ccc(CC(=O)OCC(=O)Nc2c(C)n(C)n(-c3ccccc3)c2=O)cc1
  -7%, -10, -8%, 2, -14, -7, 0, 1%, -0.3%
> COc1ccc(CNS(=O)(=O)c2ccc(-c3ccc(=O)[nH]n3)o2)cc1
  -1%, 13, 1%, 7, -3, -2&1, 1, 0%, 6.3%
> CCN(CC)c1ccc(S(=O)(=O)N2CCOCC2)cc1NC(=O)COC(=O)/C=C/c1ccccc1
  -2%, nt, 0%, nt, nt, -6, nt, 0%, nt
> CCc1nn(CC(=O)N(C)C2CCCCC2)c(=O)c2cc3cc(C)ccc3n12
  -3%, -5, -8%, 4, -2, -2, -1, 3%, -0.9%
> CC(C)OC(=O)c1cccnc1N1CCN(c2cccc(Cl)c2)CC1
  -3%, 11, -5%, -15, 3, 1, 4, 1%, 13%
> CCOC(=O)CSc1nc(-c2ccncc2)ccc1C#N
  -4%, -16, -1%, 7, 0, -5, 1, -3%, 2.1%
> CC(C(=O)O)n1nnc2ccccc21 (stereo not drawn)
  -4%, 1, -2%, -3, -2, -2, 3, 0%, -0.7%
> CC(C)(C)NC(=O)Cn1c(SCC(=O)Nc2nccs2)nc2ccccc21
  -4%, -3, 5%, 0, -1, 4, -1, -12%, 1.0%

# Next entries:
SMILES,Glioma ERSR ind,D1 antagonist,Vif-A3F inh,D2 potentiator,D1 potentiator,LDHA inh,D1 ag,Vif-A3G inh,RXFP1 agonist
CCc1cccc(NC(=O)C2CCCN(c3ncnc4c3nc3n4CCCCC3)C2)c1 (stereo not drawn),-6%,2,-9%,3,0,1,1,3%,3.5%
COc1ccc(C(=O)/C=C/C(=O)N(Cc2ccc(F)cc2)C(C(=O)NC2CCCCC2)c2ccncc2)c(O)c1 (stereo not drawn),-3%,-31*,8%,-4,-9,4,0,-7%,-1.5%
O=C(C1=C(O)C(=O)N(CC2CCCO2)C1c1ccc(Cl)cc1)c1ccco1 (stereo not drawn),-8%,-7,?,nt,-8,5,0,-1%,?
COc1ccc(C)cc1NC(=O)c1ccccc1NS(=O)(=O)c1cccc2cccnc12,-3%,6,0%,-2,-1,-6,-1,0%,-0.5%
COc1ccc(NC(=O)CN(C)S(=O)(=O)c2ccc(C(=O)N3CCOCC3)s2)cc1,-2%,7,3%,3,0,-4,-1,4%,0.6%
CCOC(=O)NC(=O)COC(=O)CNC(=O)c1cccc(OC)c1,4%,-7,-11%,7,-7,0,0,-1%,-1.3%
Cc1ccc(-c2noc(CC(=O)c3ccc([N+](=O)[O-])cc3)n2)cc1,-4%,nt,4%,nt,nt,-3,nt,2%,nt
CC1CC(C)CN(S(=O)(=O)N2CCCC(C(=O)NCCc3ccc(Cl)cc3)C2)C1 (stereo not drawn),-6%,-9,-7%,2,7,-4,7,-1%,5.0%
O=C(CSc1nnc(-c2cccs2)o1)N1CCOCC1,-5%,-4,8%,-24,2,-8,12,3%,0.8%
COc1ccc(-c2cc(C(F)(F)F)nc(SCC(=O)Nc3cc(C)on3)n2)cc1OC,-1%,-6,-7%,0,-4,-5,1,-3%,5.3%
O=C(Nc1ccc(N2CCCCC2)cc1)c1cc(S(=O)(=O)N2CCOCC2)ccc1F,-4%,3,3%,18,0,2,6,0%,-2.2%
CC(C)OCCCn1c(SCC(=O)Nc2ccc(F)cc2)nc2c(sc3ccccc32)c1=O,-1%,19,-4%,6,-2,-6,2,2%,?
Cc1cc(NC(=O)CCC(=O)N(CC(=O)NC2CCCC2)c2ccc(F)c(Cl)c2)no1,-2%,-1,-4%,5,nt,-6,7,-3%,3.0%
COc1cc2c(cc1OC)CN(Cc1cc(=O)oc3cc(C)c(Cl)cc13)CC2,0%,4,9%,-5,-1,-2,0,0%,1.4%
Cc1ccc(NC(=O)c2cc(-c3cccs3)on2)cc1,12%,8,-7%,-13,-6,-5,1,0%,3.0%
COc1ccc(CC(=O)Nc2cc(S(C)(=O)=O)ccc2Cl)cc1S(=O)(=O)N1CCOCC1,-1%,nt,2%,nt,nt,-6,nt,0%,nt
C[C@@H]1CCC[C@]2(O[C@H](CCO)C[C@@H](O)[C@@H]2O)O1,3%,nt,2%,nt,nt,-12,nt,2%,nt
CCN(CC)S(=O)(=O)c1cccc(-c2nnc(SCC(N)=O)n2CCc2ccccc2)c1,-3%,-19,-9%,8,-2,-1,1,0%,0.2%
CCC(C)(C)n1nnnc1C(CC(C)C)N1CCC(C(N)=O)CC1 (stereo not drawn),-4%,-17,-6%,-17,-1,1,1,0%,-0.5%
O=c1c2c3c(sc2nc2sc(CN4CCOCC4)cn12)CCCC3,-1%,-6,-11%,7,4,1,4,1%,-2.2%
O=C(c1ccc(Br)cc1)C1CCc2occc2C1=O (stereo not drawn),-1%,-12,2%,-2,-6,2,-1,-2%,-0.3%
Cc1ccc(NC(=O)C2CC(=O)N(Cc3ccco3)C2)cc1 (stereo not drawn),-1%,-5,10%,-8,0,-8,1,0%,-0.3%
CCc1nc(N2CCOCC2)c(C#N)c2c1CCCC2,-4%,-8,-2%,6,1,2,3,-3%,2.0%
CCCCn1c(N)c(N(CCC(C)C)C(=O)c2ccc([N+](=O)[O-])o2)c(=O)[nH]c1=O,-4%,11,10µM*,3,-6,4,1,0%,0.0%
